# HEK293 tox – qHTS of GLP-1 Receptor Inverse Agonists: Cytotox Screen. Potency, µM (highest dose often 38.3 µM), for inactives: at the highest dose activity change, negative = inhibition, actives largely listed as inhibitors. hit rate 0.13% among 410,000. HEK293 cAMP-luciferase reporter cells, luminescence, 24 h;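 also: loss of luciferase light is scored as toxicity; % is scaled to controls: 0 for no effect and ±100 for the full control effect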
#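 To flag toxic compounds, the library was rerun on cells for 24 hr at 37 deg C and 5% CO2. Viability-linked luminescence was captured 12 min after adding luciferase detection reagent.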
# TDP43 rescue – qHTS of TDP-43 Inhibitors | hit rate 1.8% among 410,000 | TDP-43 expressing yeast growth rescue, BacTiter-Glo, 24 h | AID 652104, 2013 | Potency, µM (highest dose often 46.1 µM), without a hit: at the highest dose growth rescue (activation), hits mostly activators; also: % of control where 0% means no effect; nearly all actives have a fitted effect of over 50% in size
#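 Yeast cells expressing TDP-43 under galactose induction are exposed to compounds for 24 hr at 30 deg C. BacTiter-Glo luminescence measures growth, so protective compounds score as activators.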
# HT1080 IDH1KD tx – qHTS for induction of synthetic lethality in tumor cells producing 2HG: qHTS for the HT-1080-IDH1KD cell line. hit rate 2% among 360,000. HT-1080 IDH1 knockdown viability, ATP luminescence, 48 h. Potency, µM (highest dose often 46.1 µM), for inactives: top-dose activity, negative = toxicity, actives largely listed as cytotoxic. AID 686971, 2013;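 also: 0% = DMSO wells and -100% = cell-free medium wells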
#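 CellTiter-Glo luminescence after 48 h compound exposure at 37 degrees C of IDH1-knockdown HT-1080 cells in 5% FBS RPMI. %Activity scaled between DMSO wells and cell-free media wells, with curves fitted and assigned curve classes.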
# GLP1R ag – qHTS of GLP-1 Receptor Agonists | hit rate 0.007% among 380,000 | Glucagon-like peptide 1 receptor (Homo sapiens), P43220 | Potency, µM (doses to about 45.6 µM), without a hit: at the top dose activation, most hits filed as activators | HEK293 GLP-1R CRE-luciferase, luminescence, 4-6 h; cells express a hypersensitive GLP-1R form | AID 624172, 2012; also: % of control where 0% means no effect
# Target sequence (P43220 whole entry, looked up): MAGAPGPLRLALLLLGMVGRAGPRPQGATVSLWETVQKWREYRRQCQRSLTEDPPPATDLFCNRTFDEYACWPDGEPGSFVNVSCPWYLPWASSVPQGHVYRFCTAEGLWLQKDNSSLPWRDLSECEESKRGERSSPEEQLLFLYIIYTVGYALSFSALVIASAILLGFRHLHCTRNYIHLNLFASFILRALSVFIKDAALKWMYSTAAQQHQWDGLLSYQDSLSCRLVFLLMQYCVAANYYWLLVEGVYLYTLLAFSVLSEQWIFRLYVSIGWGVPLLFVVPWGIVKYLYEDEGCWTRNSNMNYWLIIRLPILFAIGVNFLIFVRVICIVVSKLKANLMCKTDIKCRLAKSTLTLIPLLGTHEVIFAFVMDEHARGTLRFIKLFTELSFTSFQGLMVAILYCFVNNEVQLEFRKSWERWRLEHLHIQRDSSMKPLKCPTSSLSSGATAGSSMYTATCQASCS
# HT1080-NT tox – qHTS for induction of synthetic lethality in tumor cells producing 2HG: qHTS for the HT-1080-NT fibrosarcoma cell line. hit rate 1.6% among 360,000. HT-1080-NT fibrosarcoma viability, CellTiter-Glo ATP luminescence, 48 h. Potency, µM (doses to about 46.1 µM), for the others: top-dose activity, negative = less viability, hits mostly cytotoxic. AID 686970, 2013;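 also: NT is the 2HG producing partner of a matched IDH1 knockdown line; 0% = DMSO-treated cells and -100% = media-only wells without cells; nearly all actives have a fitted effect of over 55% in size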
#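 Luminescent CellTiter-Glo readout after 48 hours of compound exposure at 37 degrees C defined viability of HT-1080-NT cells. Activity was normalized to DMSO wells and cell-free media wells; concentration-response curves were fitted and assigned curve classes.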
# KB-3-1 cytotox – qHTS assay for MDR1-selective chemotherapeutics: Primary screen using the parental adenocarcinoma cell KB-3-1; KB-3-1 viability, CellTiter-Glo ATP luminescence, 72 h; Potency, µM (series often up to 46.1 µM), without a hit: at the highest dose activity change, negative = cytotoxic, usual class: cytotoxic; hit rate 1.4% among 400,000; AID 1347075, 2019; also: % is scaled to controls: 0 for no effect and ±100 for the full control effect; nearly all actives have a fitted effect of over 60% in size
#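 Screening of KB-3-1 cells (DMEM, 10% FBS, phenol-red free) ran from lowest to highest compound concentration; after 72 h at 37 °C viability was read luminescently and curves fitted.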
# KB-V1 MDR tox – qHTS assay for MDR1-selective chemotherapeutics: Primary screen using the drug-selected MDR subline cells KB-V1; Potency, µM (titrated, usually from 46.1 µM), for inactives: top-dose activity change, negative = cytotoxicity, most hits filed as cytotoxic; hit rate 3.4% among 400,000; KB-V1 MDR cells viability, CellTiter-Glo, 72 h; also: % is scaled to controls: 0 for no effect and ±100 for the full control effect; nearly all actives have a fitted effect of over 60% in size
#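 Potencies derive from concentration-effect curves fitted to normalized luminescence (CellTiter-Glo) of KB-V1 cells treated for 72 h at 37 degrees C in phenol-red-free DMEM containing 10% FBS.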
# GLP1R inv ag – qHTS of GLP-1 Receptor Inverse Agonists (Inhibition Mode); Glucagon-like peptide 1 receptor (Homo sapiens), P43220; hit rate 1.6% among 410,000; Potency, µM (titrated, usually from 38.3 µM), for the others: at the top dose activity change, negative = inhibition, most hits filed as inhibitors; AID 624417, 2012; HEK293 GLP-1R CRE-luciferase, luminescence, 24 h; GLP-1R form is constitutively active; also: % is scaled to controls: 0 for no effect and ±100 for the full control effect; nearly all actives have a fitted effect of over 55% in size
#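 Inverse agonism was detected as reduced cAMP-driven luciferase luminescence after 24 h compound treatment. The cells were HEK293 clones expressing constitutively active human GLP-1R with the reporter. Reporter-only and GPR119 cell lines served as counterscreen controls.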
# SW480 rerep – A quantitative high throughput screen for small molecules that induce DNA re-replication in SW480 colon adenocarcinoma cells | SW480 DNA re-replication, Hoechst DNA content imaging, 48 h | hit rate 1.8% among 340,000 | Potency, µM (highest dose often 46.1 µM), without a hit: top-dose re-replication activation, usual class: activators | AID 624297, 2012; also: % of control where 0% means no effect; nearly all actives have a fitted effect of over 55% in size
#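 Treated cells incubate 48 hr (37 C, 5% CO2), are stained 40 min with Hoechst, and nuclear fluorescence is enumerated; a rise in nuclei with high DNA signal marks re-replication.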
# An asterisk follows results filed as active; ? = inconclusive; / = no result given; [ ] = remark or other dose. Calls follow the shape of the dose curve; as a rule, active = well fitted curve in the direction sought with a large enough effect; inconclusive = small, poorly fitted or top-dose-only effect, or another doubt; inactive = no such curve, though single readings can be large; an effect the other way counts as inactive or inconclusive. Potency is read from the fitted curve at half-maximal effect.
# Results follow in this order: KB-3-1 cytotox | KB-V1 MDR tox | HEK293 tox | HT1080 IDH1KD tx | TDP43 rescue | HT1080-NT tox | GLP1R ag | GLP1R inv ag | SW480 rerep
N#Cc1c2n(c3c(-c4ccccc4)ncnc13)CCC2
 : 16% | -29% | -5% | 3%[9.24 µM] | 7% | 0% | 18% | 7% | -7%
CNc1cc(N2CCCC2)ccc1[N+](=O)[O-]
 : -2% | 0% | 0% | 5% | 7% | 8% | 5% | 11% | -7%
C[C@H]1NC(=O)[C@]2(C)[C@@H](c3ccccc3)[C@H]3COc4ccccc4[C@H]3N2C1=O
 : -29% | 8% | 13% | -5% | 0% | -7% | -1% | 3% | 18%
O=C1OCC(O)=C1Cc1ccccc1
 : 6% | 2% | -8% | 5% | 28% | 8% | -3% | 8% | -2%
COC(=O)c1ccc(Oc2nc(Nc3ccccc3)nc(N(C)C)n2)cc1
 : -11% | 15µM* | -2% | 5% | 18% | -1% | -7% | -10% | 13%
CCN(CC)S(=O)(=O)c1ccc(O)c(NS(=O)(=O)c2ccccc2F)c1
 : 14% | 16% | -16% | -4% | 3% | 0% | -1% | -12% | 2%
CCOc1ccc(-c2cn(CCC#N)cn2)cc1
 : 15% | -18% | 8% | 2% | -9% | -1% | 5% | 19% | -3%
Cc1cc(NC(=O)CS(=O)(=O)Cc2ccccc2)no1
 : 28% | 0% | -2% | 14% | -15% | -2% | 3% | 7% | -3%
CC(C)CCc1noc(CN(C)CCC2CCOCC2)n1
 : 4% | -1% | 5% | 6% | -5% | 22% | 8% | 0% | -2%
Cc1cccc(NC(=O)CNC(=O)c2ccc3nc[nH]c3c2)c1C
 : 8% | 11% | -2% | -1% | 4% | -1% | 6% | 7% | ?
CCOC(=O)C1CCCN(C(=O)c2ccccc2)CC1 (stereo not given)
 : 0% | 3% | -3% | 1% | 0% | -1% | -3% | 16% | /
CCCCC(=O)NC1(C(F)(F)F)C(=O)Nc2c1c(=O)n(C)c(=O)n2C (stereo not given)
 : 5% | 9% | 1% | 3% | -5% | 8% | -9% | 0% | -6%
Nc1ccccc1S(N)(=O)=O
 : 0% | 15% | 2% | 10% | -12% | -1% | -3% | 2% | -80%[inhibitor]
COc1ccc([N+](=O)[O-])cc1N(CC(O)CN1C(=O)NC(C)(C)C1=O)S(=O)(=O)c1ccc(C)cc1 (stereo not given)
 : 8% | -2% | -16% | 4% | 17% | -1% | -4% | 8% | /
Cc1cc(N2CCOCC2)nc2ccc(NC(=O)CCC(=O)N3CCCCC3)cc12
 : -1% | -9% | 2% | 3% | 15% | 1% | -1% | ? | 6%
Cc1c(C)c2c(OCC(=O)N3CCC(O)CC3)cc3c(c2oc1=O)CCC(C)(C)O3
 : 0% | 15% | -9% | -26% | 13% | -22% | 35% | 53%[activator] | -5%
CCN(c1ccccc1)S(=O)(=O)c1ccc(OC)c(NC(=O)C2CC(=O)N(Cc3ccccc3)C2)c1 (stereo not given)
 : -17% | -11% | 1% | -2% | 1% | -9% | 8% | ? | 28%
CCCCc1c(-c2ccccc2OC)ncn1CCc1cccc(Cl)c1
 : ? | 15µM* | -20% | ? | 27% | 18µM* | -4% | ? | /
Cc1ccc(S(=O)(=O)N2CCN(c3nccnc3C#N)CC2)cc1
 : 3% | -29% | -9% | -3% | ? | -3% | 20% | 18% | 0%
CCCn1c2c(c(O)c(C(=O)NC)c1=O)CCCC2
 : -2% | -9% | -16% | -13% | 25% | -17% | ? | ? | -8%
CC(C)CN(C(=O)CCCSc1nc2ccccc2[nH]1)c1c(N)n(Cc2ccccc2)c(=O)[nH]c1=O
 : 19% | ? | 2% | -7% | -5% | -4% | 6% | 16% | -4%
CCCSc1nc(N2CCCC2)c2c(c1C#N)CC(C)(C)OC2
 : -13% | ? | 18% | -2% | -15% | -7% | 6% | 9% | 1%
COc1ccccc1-c1cc(C(=O)N/N=C/c2cccs2)c2ccccc2n1
 : ? | -4% | -17% | ? | 7% | -28% | -1% | ? | 7%
CC1CCCCC1NC(=O)Cn1nc(-c2ccccc2)ccc1=O (stereo not given)
 : 2% | -12% | -12% | 4% | -12% | 3% | -7% | 5% | 2%
CCn1cnc2c(cnn2-c2ccccc2)c1=O
 : ? | 10µM* | 66%[activator] | 0% | -10% | -3% | 14% | 34%[activator] | 4%
COc1ccccc1N(Cc1cc(=O)[nH]c2ccccc12)C(=O)c1ccccc1
 : 0% | -10% | -5% | -7% | -18% | 2% | 8% | -7% | -16%
Nc1c(C(=O)CSc2nnc(-c3ccccc3)o2)c(=O)[nH]c(=O)n1C1CC1
 : -9% | 8% | 1% | 6% | 21% | 4% | -6% | 12% | 14%
Cc1ccc(CN2CCCNC2=O)cc1
 : 7% | 21% | -2% | 0% | -9% | 10% | 4% | 1% | -6%
c1ccc(Cn2cc(CNc3ccccc3)nn2)cc1
 : 9% | -8% | -1% | 7% | 15% | 12% | 2% | 9% | 3%
COc1ccc([N+](=O)[O-])cc1N(CC(=O)NCc1ccco1)S(C)(=O)=O
 : 11% | -10% | 0% | 11% | -11% | 15% | 6% | 4% | -9%
O=C(CN1CCN(C(C(=O)Nc2ccc(Cl)cc2C(F)(F)F)c2ccccc2)CC1)NC1CC1 (stereo not given)
 : -2% | ? | -3% | -4% | 13% | 16%[9.24 µM] | -7% | ? | -4%
Cc1[nH]c2ccccc2c1/C=N/NS(=O)(=O)c1ccccc1
 : -9% | -22% | -2% | ? | 18% | -13% | 6% | ? | -10%
COc1cccc(SCC2CSc3nc4ccccc4c(=O)n32)c1 (stereo not given)
 : -8% | -5% | -15% | 2% | 2% | 17% | 6% | 7% | -6%
Cc1[nH]c(=O)[nH]c(=O)c1S(=O)(=O)N1CCCC(C(=O)N2CCC(Cc3ccccc3)CC2)C1 (stereo not given)
 : 40% | 12% | 5% | -2% | 26% | 1% | 6% | 11% | 3%
Cc1ccc(C)c(N/N=C2\CCCNC2=O)c1
 : -1% | -21% | -2% | 7% | 20µM* | -7% | 1% | -12% | 0%
CCc1ccc2c(CN3CCOCC3)cc(=O)oc2c1
 : 0% | -15% | 2% | -2% | -30%[inhibitor] | 18% | 18% | 4% | -9%
COc1cccc(NC(=O)CN(C)C(=O)/C=C/c2cc(OC)ccc2OC)c1
 : 4% | 10µM* | -5% | 21% | 8% | 3% | 0% | 9% | 3%
Cc1cccc(NC(=O)CSCC(=O)N(C)CC(=O)Nc2cccc(F)c2)c1
 : 8% | ? | -2% | -2% | 12% | 3% | -8% | ? | -17%
CSc1nc(-c2ccccc2Cl)nc2c1Cc1c(CO)cnc(C)c1O2
 : 5% | -7% | 2% | / | 3% | / | / | 9% | /
COCCN1C=C(C(=O)OC)C(c2ccccc2C(F)(F)F)C(C(=O)OC)=C1
 : 15% | 10% | 361%[activator] | 18% | 0% | 13% | 1% | -18% | 18µM*
O=C(CC1Sc2ccccc2NC1=O)NNC(=O)Nc1ccc(Cl)cc1 (stereo not given)
 : 13% | 1% | ? | 0% | -1% | -3% | 7% | 6% | ?
O=C(CN1CCCCCC1)Nc1ccc(Br)cn1
 : 11% | 0% | 1% | 14% | -3% | 11% | 17% | -2% | ?
O=C(c1cc(C2CC2)nn1-c1ccccc1)N1CCN(c2ncc(C(F)(F)F)cc2Cl)CC1
 : -5% | 16µM* | -5% | 16% | 9% | 22% | -17% | ? | -2%
CCCc1cc(N2CCOCC2)n2ncc(-c3ccccc3)c2n1
 : 2% | 2% | 1% | -2% | 10% | -12% | 9% | 0% | 7%
CC1CC(C)(C)NC(=S)S1 (stereo not given)
 : 0% | 12% | -8% | 9% | 0% | 12% | -5% | 0% | -2%[9.22 µM]
COc1ccc(C(=O)N(c2ccc(C)cc2)S(=O)(=O)c2ccc(C)cc2)cc1
 : ? | ? | ? | / | -26%[9.22 µM] | / | / | 3.2µM* | /
COc1ccccc1N(CC(=O)NCc1ccccc1)C(=O)CCC(=O)Nc1nccs1
 : 8% | 17% | -5% | 7% | -21% | 15% | 6% | 40%[activator] | -4%
CC1=C(N2CCN(c3ncccn3)CC2)CCC1=O
 : 2% | -8% | -3% | 6% | 0% | ? | -6% | -1% | -8%
COc1ccc(NC(=O)Nc2ccccc2SC)cc1OC
 : -23% | 1% | -21% | 4% | 24% | 1% | 9% | 34%[activator] | 19%
CCc1ccc(-c2cc(C(=O)NN3CCN(C)CC3)c3ccccc3n2)cc1
 : -16% | 9% | -15% | -16% | -2% | -4% | -2% | ? | 7%
Cc1cc(NC(=O)Cn2cnc3c(nnn3-c3ccc(C)c(Cl)c3)c2=O)no1
 : 2% | 4% | -6%[0.307 µM] | 23% | -21% | 7% | -10% | 3%[0.307 µM] | 0%
Cc1ccccc1-c1noc(-c2ccccc2OCC(=O)Nc2ccccc2[N+](=O)[O-])n1
 : 1% | 6% | 12% | / | 6% | / | / | 3% | /
CCC(C)NC(=O)/C=C/c1cccs1 (stereo not given)
 : 3% | 8% | 3% | 7% | 20% | 21% | 2% | 35%[activator] | -2%
CC(C)c1ccc2oc(=O)cc(CN3CCN(c4ccccc4)CC3)c2c1
 : 0% | -13% | -2% | 6% | 1% | 4% | 21% | 3% | -5%
CCCCS/C(=C(/C#N)C(N)=O)c1cc2c([nH]1)CCCC2
 : ? | ? | ? | 3% | ? | 0% | 5% | ? | ?
